Epigenetic derep – epigenetic control regulation, reporter derepression; murine LDR cells, GFP reporter derepression, 30 h; hit rate 0.2% among 280,000; Potency, µM (highest dose often 53.9 µM), for inactives: top-dose GFP activation, actives largely listed as activators; note: potency is the fitted concentration of half-maximal effect; % of control where 0% means no effect; nearly all actives have a fitted effect of over 60% in size
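Reporter derepression read as number of fluorescent GFP-positive objects, 20-120 um in size, counted by laser-scanning cytometer. Mouse LDR line with an epigenetically silenced CMV-GFP locus; compound incubation 30 h, 37 C.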
CBFb-RUNX1 inh – CBF-beta/RUNX1 interaction disruption. 230,000 tested, under 10 active. Potency, µM (doses to about 59.8 µM), without a hit: top-dose activity, negative = inhibition, actives largely listed as inhibitors. Q01196+Q13951. AID 1477. AlphaScreen CBFb-His/RUNX1-biotin binding, biochemical; note: % of control where 0% means no effect
Target sequence (Q01196 whole entry, looked up): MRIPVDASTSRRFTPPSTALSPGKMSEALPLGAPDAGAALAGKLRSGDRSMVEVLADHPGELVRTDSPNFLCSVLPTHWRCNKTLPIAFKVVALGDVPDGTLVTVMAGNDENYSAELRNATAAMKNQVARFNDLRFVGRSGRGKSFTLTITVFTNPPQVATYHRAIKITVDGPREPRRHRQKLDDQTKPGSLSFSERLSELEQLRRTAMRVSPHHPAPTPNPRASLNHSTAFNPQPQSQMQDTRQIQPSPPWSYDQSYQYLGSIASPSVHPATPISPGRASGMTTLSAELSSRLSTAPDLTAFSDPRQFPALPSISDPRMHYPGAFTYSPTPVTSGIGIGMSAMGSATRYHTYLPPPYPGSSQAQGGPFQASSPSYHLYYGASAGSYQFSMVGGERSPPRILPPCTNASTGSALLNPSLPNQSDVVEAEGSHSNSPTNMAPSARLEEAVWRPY
Target sequence (Q13951 whole entry, looked up): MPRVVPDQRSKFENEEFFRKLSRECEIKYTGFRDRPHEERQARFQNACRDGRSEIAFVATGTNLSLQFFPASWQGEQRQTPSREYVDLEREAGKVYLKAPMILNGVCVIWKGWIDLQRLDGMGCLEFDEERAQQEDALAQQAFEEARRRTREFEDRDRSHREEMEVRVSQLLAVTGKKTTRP
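Room-temperature protein-protein interaction test with 30 nM each of His-tagged CBF-beta and biotinylated RUNX1, 15 min with compound, then 90 min with nickel plus streptavidin beads. Signal read in AlphaScreen mode.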
IMPase Li cell – membrane-permeable IMPase blocker, potentiated with lithium; Potency, µM (highest dose often 59.4 µM), inactives show at the top dose activity, negative = IMPase inhibition, hits mostly inhibitors; hit rate 0.35% among 210,000; CHO-M1 cells, IP1 TR-FRET (IP-One), carbachol + lithium;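 note: IP1 builds up when IMPase is blocked and the TR-FRET signal falls; potency is the fitted concentration of half-maximal effect; plate controls were basal vehicle for no effect and high inhibitor control for full effect; nearly all actives have a fitted effect of over 50% in size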
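Readout is a homogeneous TR-FRET IP1 immunoassay (Ex 320, Em 665 and 620), where raised cytosolic IP1 lowers signal. Cells were CHO-M1 treated 30 min at 37C with test compounds plus a little lithium; AC50 values came from Hill-equation fitting.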
NPSR antag – antagonists of human neuropeptide S receptor cAMP signaling; AID 1461; CHO-NPSR cells, cAMP TR-FRET, antagonist mode; Q6W5P4; Potency, µM (top dose mostly 38.3 µM), without a hit: at the highest dose activity change, negative = inhibition, most hits filed as inhibitors; hit rate 1% among 220,000; note: potency is the fitted concentration of half-maximal effect; % is set by controls: 0 for no effect and ±100 for the full control effect; nearly all actives have a fitted effect of over 50% in size; many of its hits are not listed in these tables
Target sequence (Q6W5P4 whole entry, looked up): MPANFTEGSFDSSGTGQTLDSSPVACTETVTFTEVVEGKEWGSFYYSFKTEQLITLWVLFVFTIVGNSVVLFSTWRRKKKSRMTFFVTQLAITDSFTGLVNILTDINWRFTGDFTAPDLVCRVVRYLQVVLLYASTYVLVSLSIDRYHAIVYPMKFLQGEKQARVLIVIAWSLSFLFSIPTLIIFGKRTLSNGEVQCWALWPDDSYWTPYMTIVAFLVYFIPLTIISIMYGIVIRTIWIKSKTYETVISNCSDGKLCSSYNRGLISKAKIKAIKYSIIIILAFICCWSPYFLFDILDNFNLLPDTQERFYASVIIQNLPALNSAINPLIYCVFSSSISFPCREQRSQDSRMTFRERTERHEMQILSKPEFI
HttQ103 aggreg – inhibitors of mutant huntingtin aggregate formation in PC12 cells | AID 1688 | Potency, µM (series often up to 46.1 µM), without a hit: at the top dose activity change, negative = inhibition, most hits filed as inhibitors | hit rate 1.1% among 220,000 | PC12 HttQ103-GFP aggregates, Acumen cytometry, 40 h; note: potency is the fitted concentration of half-maximal effect; % is set by controls: 0 for no effect and ±100 for the full control effect; nearly all actives have a fitted effect of over 60% in size
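Ecdysone-promoter PC12 model expressing HTT exon 1 Q103 fused to GFP, induced by tebufenozide at 100 nM final. Compounds titrated; aggregates sized 1–25 µm scored on a 488 nm laser cytometer.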
L3MBTL1 block – L3MBTL1 (human) inhibition; Q9Y468; AlphaScreen L3MBTL1–H3K9me1 peptide binding; Potency, µM (titrated, usually from 57.1 µM), for inactives: at the highest dose activity, negative = inhibition, usual class: inhibitors; hit rate 0.66% among 230,000; AID 485360; note: potency is the fitted concentration of half-maximal effect; % is set by controls: 0 for no effect and ±100 for the full control effect; nearly all actives have a fitted effect of over 60% in size
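AlphaScreen proximity signal between nickel-chelate acceptor and streptavidin donor beads (final 10 ug/mL) reports binding of 50 nM L3MBTL1 to 75 nM biotin-H3 K9me1 peptide; complex incubated with compounds 30 min at room temperature; cefsulodin titration as control.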
Luc counter – Kinase-Glo luciferase inhibition (counter-screen) | hit rate 0.28% among 200,000 | Kinase-Glo luciferase, ATP luminescence, 8 min | AID 1379 | Potency, µM (top dose mostly 38.3 µM), for the others: top-dose activity change, negative = inhibition, hits mostly inhibitors; note: potency is the fitted concentration of half-maximal effect; % is set by controls: 0 for no effect and ±100 for the full control effect; nearly all actives have a fitted effect of over 60% in size
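Compound is pinned into ATP-containing buffer (10 uM ATP, imidazole pH 7.2, 7 mM MgCl2). Kinase-Glo luciferase reagent is then added. Light output is recorded following an 8-min room-temperature incubation.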
An asterisk follows results filed as active; u = inconclusive; x = not tested or not shown; [ ] = remark or other dose. Calls come from the whole dose curve; as a rule, active = well fitted curve in the direction sought with a large enough effect; inconclusive = small, poorly fitted or top-dose-only effect, or another doubt; inactive = no such curve, though single readings can be large; an effect the other way counts as inactive or inconclusive. The list is partial; rates above refer to the full screens.

smiles | HttQ103 aggreg | IMPase Li cell | NPSR antag | CBFb-RUNX1 inh | Luc counter | L3MBTL1 block | Epigenetic derep
Cc1ccc(-c2nnn(CC(=O)N(Cc3ccccc3)C(C(=O)NC(C)(C)C)c3ccncc3)n2)o1 (configuration not stated) | -9% | 2%[38.3 µM] | -25%[46.1 µM] | 3% | -8% | x | 0.0%
CCCCn1[nH]c(-c2ccccc2)cc1=O | 15% | 11% | -3% | 8% | -1% | 28% | -0.9%
O=C(O)CC12CC3CC(C1)CC(n1ncc(NCc4ccco4)c(Cl)c1=O)(C3)C2 | 7%[9.22 µM] | x | 15% | -1% | x | -7% | 2.0%
COc1cc(OC)cc(C(=O)n2cnnc2N)c1 | 2%[9.22 µM] | 23%[38.3 µM] | -2%[46.1 µM] | -4% | 1% | x | -0.3%
Cc1ccc(Cn2ccc(NC(=O)c3cc(-c4ccc(F)cc4)on3)n2)cc1 | 7% | u | 0%[46.1 µM] | -9% | -1% | 50%[activator] | 5.0%
O=C(CCC1CCCC1)NC1CCCCC1 | 7% | 35%[activator][38.3 µM] | -2%[46.1 µM] | -6% | -2% | x | 0.1%
CC(C)C[C@@H](CC(=O)N[C@@H](CCC(=O)O)CC(=O)O)NC(=O)[C@@H]1CNCC[C@H]1NC(=O)C[C@@H](NC(=O)C[C@H](CO)NC(=O)[C@@H]1CNCC[C@H]1N)C(C)C | x | 14% | x | 25% | -2% | x | -1.1%
Cc1nn(CC(=O)O)c(C)c1[N+](=O)[O-] | -21%[9.22 µM] | -2% | -14% | 2% | 2% | 8% | 2.3%
O=C(NCCN1CCOCC1)N1CCOCC1 | -8% | 20%[38.3 µM] | -2%[46.1 µM] | 7% | -3% | x | 2.9%
CN1C(=O)CS(=O)c2ccc(C(=O)NCCC3=CCCCC3)cc21 (configuration not stated) | -26% | -2%[38.3 µM] | 4%[46.1 µM] | -3% | 15% | 7% | 1.7%
C/C(=N/O)c1cc(C(C)(C)C)c(O)c(C(C)(C)C)c1 | 2% | 12%[38.3 µM] | u | -1% | -2% | x | 3.6%
Cc1cc(C)nc(Sc2ccc(C=O)cc2[N+](=O)[O-])n1 | 1%[9.22 µM] | 3% | 1% | -3% | 0% | -13% | 1.5%
Cn1c(=O)c2c(ncn2CC(O)CNc2cccc(Cl)c2)n(C)c1=O (configuration not stated) | 8%[9.22 µM] | 10% | -9% | 2% | -2% | u | -0.1%
Cc1cc(C)c(S(=O)(=O)n2ccc3ccccc32)c(C)c1 | 10µM* | 19%[38.3 µM] | u | u | -2% | x | -4.8%
Cc1ccc2oc(=O)n(CCOc3ccccc3Cl)c2c1 | -7% | 7%[38.3 µM] | -17%[46.1 µM] | 16% | -6% | x | -5.5%
Cc1cccc(C(=O)N/N=C2\CS(=O)(=O)N(C)c3ccsc32)c1 | -3%[9.22 µM] | x | 0% | 4% | x | x | 1.1%
COc1cccc(CN2CCN(Cc3ccc(OC)c(OC)c3)CC2CCO)c1 (configuration not stated) | -8% | 4% | -10% | 14% | 2% | -8% | 2.0%
COc1ccc(C(=O)NCCc2nnc(SCc3nc4ccccc4c(=O)[nH]3)n2C)cc1 | 8% | 25%[38.3 µM] | -3%[46.1 µM] | 8% | -1% | x | 1.2%
O=C(C1=C[C@@H](c2csc3ccccc23)C[C@@H](OCc2ccc(CO)cc2)O1)N1CCOCC1 | 11%[9.22 µM] | 4% | 27% | 8% | x | -9% | 2.3%
Cc1cccn2c(=O)c(/C=C(\C#N)C(=O)NCc3ccco3)c(N3CCCCC3)nc12 | 10% | 14% | u | -17% | 2% | -4% | 0.0%
Nc1cccc(-n2cccc2)c1 | -14%[9.22 µM] | -5% | 8% | -16% | -7% | -25% | 3.9%
CCCN(CC1CC1)C(=O)COC(=O)c1ccc(CNS(=O)(=O)c2ccc(F)c(Cl)c2)cc1 | -3% | 12% | -5% | -1% | 1% | 2% | 1.5%
CCCN1C(=O)/C(=C/c2ccc(OCC(=O)OCC)cc2)NC1=S | -5% | 7% | -31% | -12% | 1% | x | 2.8%
Cc1cc(C(=O)Nc2ccc(S(=O)(=O)N3CCCC3)cc2)cs1 | -2% | -8%[38.3 µM] | -8%[46.1 µM] | 3% | 0% | x | 0.0%
COc1ccc(C(=O)Nc2ccc(Cc3ccncc3)cc2)cc1Br | x | 4% | -5% | -7% | -1% | -8% | -1.1%
O=C1C(=Cc2cccs2)C(=O)c2ccccc21 | u | 10% | 25% | 1% | u | -25% | 6.1%
Cc1cc(OCCCCN2C(=O)NC(C)(C)C2=O)cc(C)c1Cl | -15% | 11%[38.3 µM] | -14%[46.1 µM] | 2% | -3% | x | -1.6%
CC1(C)CC(=O)C(C(C2=C(O)CC(C)(C)CC2=O)c2ccc(Br)s2)C(=O)C1 (configuration not stated) | 14% | 3% | -58% | 0% | -2% | 2% | u
CCOc1ccc(C(=O)NCC(=O)OCC(=O)Nc2ccccc2OCC)cc1 | u | 9%[38.3 µM] | -17%[46.1 µM] | 9% | 0% | x | 0.1%
Cn1ccs/c1=N\S(=O)(=O)c1ccc(F)cc1 | 0% | 10%[38.3 µM] | -15%[46.1 µM] | 12% | 0% | x | -1.7%
Cc1ccc(-c2csc(NC(=O)/C=C/c3cccs3)n2)cc1C | u | 8% | -7%[46.1 µM] | 22% | -1% | -1% | 1.0%
CCOC(=O)N1CCC(Nc2ncnc3c2cnn3-c2ccccc2)CC1 | -16% | 6% | -14%[46.1 µM] | 13% | -2% | 2% | -7.6%
CCNC(=S)N/N=C(\C)c1ccc(Cl)s1 | 29% | 9% | -20% | -27% | -1% | -9% | 16%
O=C(O)c1cccc(Nc2nc(-c3cccnc3)nc3ccccc23)c1 | -8% | -4% | -7% | 11% | 1% | u | 1.1%
Cc1cc(NC(=O)CSc2n[nH]c(=O)[nH]c2=O)ccc1Br | 12% | -1% | 6% | -3% | -3% | 10% | 1.3%
CCc1cc2c(=O)[nH]c(-c3ccccn3)nc2s1 | -2% | 6% | -37% | 2% | -5% | u | 2.2%
CC(C)CNC(=O)NC(=O)COC(=O)C1CSC2(c3ccc(F)cc3)CCC(=O)N12 (configuration not stated) | 10% | -3% | -10% | 7% | 0% | -8% | -0.5%
CC(C)OC(=O)CSc1nc2ncc(Cl)cc2[nH]1 | -17% | -1%[38.3 µM] | -4%[46.1 µM] | -2% | 0% | 2% | 0.0%
CCn1nc(C)cc1-c1n[nH]c(=S)n1N | 3% | 19%[38.3 µM] | -6%[46.1 µM] | 1% | -1% | x | 1.0%
CCC(=O)Nc1nnc(C(C)(C)C)s1 | 0% | 6%[38.3 µM] | 3%[46.1 µM] | -1% | 0% | 3% | 1.4%
O=C(O)[C@H]1CN[C@H](C(=O)O)C1 | x | 13% | x | 20%[21.7 µM] | 2% | x | 0.0%
CCOC(=O)C1(C)C=C(Nc2ccc(OCC)cc2)C(=O)N1c1ccccc1 (configuration not stated) | 25% | 10% | -47% | 7% | 0% | -9% | 0.0%
O=C(CCNS(=O)(=O)c1c(Cl)cccc1Cl)OCC(=O)c1ccccc1F | -2% | -1% | 16% | u | 2% | 34%[activator] | -1.5%
CCN(CC(=O)Nc1cc(Cl)ccc1OC)CC(=O)NC1CCS(=O)(=O)C1 (configuration not stated) | -18%[9.22 µM] | x | 11% | 8% | x | x | -1.1%
O=C(CCSc1nnnn1-c1ccccc1)N1CCOCC1 | -1% | 11%[38.3 µM] | -20%[46.1 µM] | 2% | 3% | x | 1.1%
COC(=O)c1ccc(C2/C(=C(/O)c3ccc(OC)cc3)C(=O)C(=O)N2c2cc(C)on2)cc1 (configuration not stated) | 30% | 10µM* | 1%[7.67 µM] | -9% | 2% | -5% | 3.4%
CCCn1c(SCC(=O)Nc2cc(S(=O)(=O)N3CCOCC3)ccc2OC)n[nH]c1=O | 5% | 3% | 20% | 15% | 2% | 0% | -1.1%
Cc1nc(N(C)Cc2ccccc2)c2nnn(Cc3ccccc3)c2n1 | -25% | 36%[activator][38.3 µM] | -26%[46.1 µM] | 6% | 0% | x | 0.0%
COc1ccc2nc(NNC(=O)C3COc4ccccc4O3)sc2c1 (configuration not stated) | -15% | 8% | -15% | 4% | -2% | -2% | 0.2%
CC(NCc1ccccc1Cl)C(=O)Nc1ccc(S(=O)(=O)N2CCCC2)cc1 (configuration not stated) | 4% | 8% | 2% | -1% | 1% | 9% | -1.8%
CC(=O)c1cc(C(=O)Nc2ccccc2C(=O)O)oc1C | 18% | -3%[38.3 µM] | -10%[46.1 µM] | -1% | -5% | u | -0.7%
CCOc1cc(C)c(S(=O)(=O)Nc2ccc(Cl)cn2)cc1C | u | 16%[38.3 µM] | -4%[46.1 µM] | 3% | 2% | x | -1.0%
CN=CC1=C(O)C(C(=O)OC)C(C)(C)CC1=O (configuration not stated) | 5% | -4% | 28% | -4% | 1% | x | 6.4%
CCN1CCN(Cc2ccc(NC(=O)c3ccc(C)c(NC(=O)C[C@@H]4NC(=O)[C@H](Cc5ccccc5)NC4=O)c3)cc2C(F)(F)F)CC1 | -17%[9.22 µM] | x | 12% | 13% | x | x | -0.9%
COC(=O)CC1c2ccccc2C(Cc2ccc(OC)cc2)=C(C)N1C(=O)OC (configuration not stated) | x | 4% | x | 2%[13.1 µM] | -6%[7.66 µM] | x | x
CCOc1ccc(OCC(=O)Nc2ccc(OC)cc2)cc1 | -8% | -9%[38.3 µM] | 1%[46.1 µM] | -8% | -2% | x | -1.6%
CCCc1nnc(NC(=O)C(C)N2C(=O)C3C4C=CC(C4)C3C2=O)s1 (configuration not stated) | -7% | 11% | 4% | 9% | 3% | 16% | -1.0%
CN(C)C=Nc1ccc(Cl)c(Cl)c1 | -28%[9.22 µM] | x | -17% | 0% | x | 7% | 0.1%
COc1ccccc1CN1C(=O)c2ccncc2C1=O | -9% | 10%[38.3 µM] | 7%[46.1 µM] | 2% | -3% | 4% | -1.1%
C=CCSc1nc(C)cc(C(=O)OCC)c1C#N | -4%[9.22 µM] | x | -6% | 23% | x | 43%[activator] | 0.5%
CCC(=O)NC(=S)Nc1cc(C(=O)O)ccc1OC | -24% | 2% | 18% | -5% | 2% | x | -0.1%
CCOc1ccc(N2C(=O)CC(NNc3nc4ccccc4s3)C2=O)cc1 (configuration not stated) | -3%[9.22 µM] | x | 2% | 1% | x | 4% | 0.1%
O=C(O)c1ccc(-c2ccccc2C(F)(F)F)s1 | x | 2% | x | 19%[89.1 µM] | 2%[39.9 µM] | x | -0.1%[96.6 µM]

Screening results deposited in PubChem BioAssay by National Center for Advancing Translational Sciences (NCATS).
